High-throughput results as filed in PubChem.
PHOSPHO1 block: blocks human PHOSPHO1 phosphatase activity | Q8TCT1 | recombinant PHOSPHO1, absorbance phosphatase assay | inhibition, % at 13.3 µM | actives 1.1% (n = 290,000) | AID 1565; in the data active means inhibition above about 60%
GPR7 antagonist: human neuropeptides B/W receptor 1 antagonism | GPR7-expressing cells, fluorescence antagonist assay | inhibition, % at 4.4 µM | actives 1.1% (n = 290,000) | AID 1861; in the data active means inhibition above about 16%, passing the limit was not always enough;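 further: cells stimulated with the agonist NPW; 0% = agonist with vehicle and 100% = vehicle without agonist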
Target sequence (P48145 whole entry, looked up): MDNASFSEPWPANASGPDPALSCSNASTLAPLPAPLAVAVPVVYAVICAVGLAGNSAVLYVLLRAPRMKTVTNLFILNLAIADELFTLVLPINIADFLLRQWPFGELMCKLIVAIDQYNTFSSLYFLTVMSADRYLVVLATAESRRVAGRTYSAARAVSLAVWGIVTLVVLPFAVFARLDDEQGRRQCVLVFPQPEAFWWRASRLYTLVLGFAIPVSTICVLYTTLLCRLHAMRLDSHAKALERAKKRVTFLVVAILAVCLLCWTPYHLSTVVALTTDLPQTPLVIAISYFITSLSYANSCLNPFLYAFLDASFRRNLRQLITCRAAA
OXTR ag: activates the human oxytocin receptor; actives 0.32% (n = 320,000); P30559; AID 2435; CHO-OTR cells, Fluo-8 calcium fluorescence; normalized: DMSO 0%, oxytocin 100%; activation, % at 3 µM;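 active means activation above the mean of all tested compounds plus 3 SD, cutoff set per screening run, cut at about 20% in these data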;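 further: peak over basal fluorescence ratio from a 100 s FLIPR kinetic read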
Target sequence (P30559 whole entry, looked up): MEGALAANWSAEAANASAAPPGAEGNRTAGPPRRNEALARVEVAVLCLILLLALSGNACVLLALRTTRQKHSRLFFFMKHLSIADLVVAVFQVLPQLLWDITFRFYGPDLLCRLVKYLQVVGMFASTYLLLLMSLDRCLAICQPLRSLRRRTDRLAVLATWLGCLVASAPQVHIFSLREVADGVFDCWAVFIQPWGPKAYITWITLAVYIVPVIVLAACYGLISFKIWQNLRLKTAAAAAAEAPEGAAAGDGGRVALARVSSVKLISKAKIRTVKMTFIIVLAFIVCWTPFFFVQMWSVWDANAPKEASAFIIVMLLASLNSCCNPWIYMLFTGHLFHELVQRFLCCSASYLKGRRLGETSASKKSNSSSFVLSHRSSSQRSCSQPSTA
HCV NS3 hel inh: blocks Hepatitis C virus NS3 helicase unwinding; NS3 helicase DNA unwinding, Cy5 molecular beacon fluorescence; inhibition, % at 10.9 µM; actives 0.56% (n = 290,000);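 active means inhibition above the mean of all tested compounds plus 3 SD, set per campaign, cut at about 35% in these data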;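 further: 0% = DMSO wells and 100% = thioflavine S control wells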
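Measured by: Cy5 fluorescence, 0 and 60 min reads / Assay system: NS3 helicase fragment of HCV / Control set: low DMSO, high thioflavine S at 110 µM / Times: 1 h reaction at 25 °C, ATP-initiated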
GalR3 antagonist: antagonists of human GalR3 | inhibition, % at 3 µM | HEK293 GalR3-CNG cAMP membrane potential fluorescence; galR3 body fused to GalR1 C-terminus | actives 0.44% (n = 360,000);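 active means inhibition above the screen-wide average plus 3 SD, cut at about 13% in these data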;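 further: forskolin and galanin both at EC90 stimulate the cells; cAMP rise reported by CNG channel membrane potential dye signal; 0% = forskolin plus galanin with DMSO and 100% = forskolin alone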
V1R ag counter: V1a receptor agonism, counter-screen for OXTR agonists; actives 0.25% (n = 320,000); AID 2797; CHO-V1R cells, Fluo-8 calcium fluorescence, agonist mode; 0% DMSO, 100% 3 nM vasopressin; activation, % at 3 µM;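 active means activation above the mean activation of all tested compounds plus 3 SD, per screening run, cut at about 20% in these data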;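 further: signal is peak over basal fluorescence ratio across a 100 second FLIPR read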
FID counter: counter-screen for HCV NS3 helicase inhibitors: DNA intercalator displacement | DNA fluorescent intercalator displacement, fluorescence | inhibition, % at 7.9 µM | actives 0.17% (n = 290,000) | AID 1845; in the data active means inhibition above about 37%;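 further: 0% = vehicle and 100% = reference compound; higher means more ethidium bromide displaced from hairpin DNA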
IMP-1 inhibitor: blocks Pseudomonas aeruginosa IMP-1 metallo-beta-lactamase | purified IMP-1, nitrocefin hydrolysis, epi-absorbance fluorescence | inhibition, % at 5.6 µM | actives 0.45% (n = 290,000) | AID 1556;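 active means inhibition above the mean plus 3 SD of all compounds in the same screening run, cut at about 4.5% in these data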;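 further: 0% = IMP-1 with DMSO and 100% = DMSO wells lacking enzyme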
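System: Purified recombinant IMP-1 metallo-beta-lactamase enzyme | Measured by: Fluorescence quenching readout, ex 480/em 530 nm | Replication: Singlicate | Incubation: 15 min preincubation plus 25 min reaction at 25 °C | Evaluation: Percent inhibition from optical density relative to buffer-blank wells | Benchmarks: DMSO with and without IMP-1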
VIM-2 inhibitor: inhibitors of Pseudomonas aeruginosa VIM-2 metallo-beta-lactamase; purified VIM-2, nitrocefin hydrolysis, epi-absorbance fluorescence; inhibition, % at 5.6 µM; actives 0.89% (n = 290,000);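 active means inhibition above the mean of all tested compounds plus 3 SD, cutoff set per screening run, cut at about 7.5% in these data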;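 further: red hydrolysis product quenches plate fluorescence so inhibitors raise well fluorescence; 0% = enzyme with DMSO and 100% = DMSO without enzyme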
An asterisk follows results filed as active; / = no result given. Hits appear at their usual frequency. Share with any hit: about 4.3%.

Structure	IMP-1 inhibitor	V1R ag counter	FID counter	PHOSPHO1 block	VIM-2 inhibitor	GPR7 antagonist	HCV NS3 hel inh	GalR3 antagonist	OXTR ag
O=c1ccc2cc(O)c(O)cc2o1	-3.4	0.3	0	-4	-1.0	-12	-6	/	0.4
Cc1ccc(NC(=O)CN(C)C(=O)c2ccc(Cl)nc2)cc1	0.1	-0.6	-11	36	-2.9	-2	1	-9	-0.6
CN(C)c1cccc(NC(=O)NC2(C)CCS(=O)(=O)C2)c1 (stereo unspecified)	-1.4	/	-5	18	-0.9	-6	-8	-6	/
O=C(O)c1cc(Nc2nc(N3CCOCC3)nc(N3CCOCC3)n2)ccc1Cl	-1.5	0.4	-17	13	-4.2	5	-7	-5	0.5
CCOC(=O)C1=C(c2ccccc2)OC(N)=C(C#N)C1c1cccs1 (stereo unspecified)	1.3	0.0	-17	28	-0.1	1	-7	-6	-1.5
COc1cc(S(=O)(=O)Nc2ccccc2)ccc1N=Cc1c(C)[nH]n(-c2ccc(C)cc2)c1=O	-0.3	2.4	-1	-8	0.2	-6	0	/	0.2
COc1ccc(Cl)cc1NC(=S)NNC(=O)CC(C)C	-2.8	-0.8	-5	38	-2.9	0	-13	1	0.5
COCC(C)NC(=O)c1cccc(Cl)c1 (stereo unspecified)	-4.6	0.3	4	21	-4.7	-10	-2	1	3.2
COc1ccc(N2CC(C(=O)Nc3nc4ccc(OC)cc4s3)CC2=O)cc1 (stereo unspecified)	-4.3	9.7	-31	8	-3.8	-8	32	9	7.8
COCCCNC(=S)N1CCN(c2ccc([N+](=O)[O-])cc2)CC1	-2.5	5.5	2	-1	-0.7	2	6	0	2.9
CCNC(=S)NNC(=O)Cc1ccccc1	-2.6	-0.2	-4	-10	-5.0	-14	6	-7	1.0
COc1ccc(Cl)cc1NC(=O)c1cc(S(=O)(=O)N2CCCC2)cn1C	-2.5	0.2	-38	28	-2.3	4	-19	/	-0.8
COC(=O)[C@H](Cc1ccccc1)NC(=O)Nc1ccc(C)cc1	-3.1	-0.7	-2	3	0.8	-5	1	-9	-1.9
Cc1c(O)nc2ccccn2c1=O	-0.5	-0.8	0	-31	-1.4	-4	-2	-4	-0.6
CCCCC(=O)N(Cc1ccc2c(c1)OCO2)Cc1nc2ccccc2c(=O)[nH]1	-0.2	-0.2	-24	37	-2.4	-5	-3	-3	-1.2
Cc1ccc(S(=O)(=O)N2CCCC2C(=O)OCc2ccco2)cc1 (stereo unspecified)	3.1	-0.6	-10	-14	-0.1	9	3	/	-0.6
O=C(N/C=C/c1ccco1)OCc1ccccc1	0.5	0.3	-11	25	0.4	6	27	-4	0.6
CCCc1[nH]nc2c1C(c1ccc(OC(=O)N3CCOCC3)cc1)C(C#N)=C(N)O2 (stereo unspecified)	-2.3	-1.0	-5	63*	-2.5	-12	6	5	0.2
Cc1cccc(N=C2NC(=O)S/C2=C\c2ccco2)c1	-1.7	2.5	-1	-2	3.8	-5	37*	-5	0.9
C=COCCn1c(=N)n(CCC)c2ccccc21	-2.8	-0.1	2	11	-4.8	-7	7	4	0.1
CCOc1cc(CNc2ccc3[nH]c(=O)[nH]c3c2)ccc1OCC(=O)NC(C)(C)C	-3.5	-0.3	-10	10	-2.3	-2	-19	1	-0.6
C/C(=N\OC(=O)c1ccc(Br)cc1)c1ccccn1	-1.0	-1.0	-4	-13	-0.1	-5	13	-9	-2.2
CCCc1nnc(NC(=O)C(=O)NCCN(C)C)s1	-1.3	/	-6	17	-2.4	-10	4	-6	/
COc1ccc(CCNC(=O)c2nnn(CC(=O)Nc3ccc(C)cc3C)c2N)cc1OC	-1.6	1.0	-38	43	-2.8	-1	18	-2	-1.2
Cc1ccc(C)c(NC(=O)CSc2nnc(CNC(=O)c3ccco3)o2)c1	0.3	0.9	-10	22	-0.8	-1	-3	-9	0.9
COc1ccc(N2C(=O)NC3CC2(C)Oc2ccccc23)cc1OC (stereo unspecified)	-1.1	0.1	-18	36	-0.7	4	8	-5	-0.3
CCOC(=O)c1cc2c(=O)n3cccc(C)c3nc2n(C)c1=N	-1.5	/	18	17	2.8	-5	11	/	/
c1ccc(-n2nnnc2-c2cnc(-c3cccnc3)nc2-c2cccs2)cc1	3.4	-0.1	-28	6	-1.4	4	-13	7	-2.1
N#Cc1nc(-c2ccco2)oc1NCCc1ccccc1	-0.3	0.3	-12	-3	-4.0	-11	20	-2	-1.6
Cc1ccc(S(=O)(=O)NCCOc2nc(N(C)C)nc(N3CCOCC3)n2)cc1	-3.5	-0.7	-31	2	1.7	-9	15	1	-1.2

Profiles, looked up by structure. Order of screens: IMP-1 inhibitor	V1R ag counter	FID counter	PHOSPHO1 block	VIM-2 inhibitor	GPR7 antagonist	HCV NS3 hel inh	GalR3 antagonist	OXTR ag
Listed for `N#Cc1nc(-c2ccco2)oc1NCCc1ccccc1` → -0.3	0.3	-12	-3	-4.0	-11	20	-2	-1.6
Listed for `C/C(=N\OC(=O)c1ccc(Br)cc1)c1ccccn1` → -1.0	-1.0	-4	-13	-0.1	-5	13	-9	-2.2
Listed for `CCOC(=O)c1cc2c(=O)n3cccc(C)c3nc2n(C)c1=N` → -1.5	/	18	17	2.8	-5	11	/	/

Next entries
Structure	IMP-1 inhibitor	V1R ag counter	FID counter	PHOSPHO1 block	VIM-2 inhibitor	GPR7 antagonist	HCV NS3 hel inh	GalR3 antagonist	OXTR ag
CN(Cc1ccccc1)C(=O)COC(=O)C1=NNC(=O)CC1	-3.4	0.5	-6	3	-2.6	-2	11	-2	-0.8
CS(=O)(=O)Nc1nnc(C2CCCC2)s1	-1.5	1.7	0	33	-2.8	-1	8	-1	1.3
O=C(CSc1nc2ccccc2c(=O)[nH]1)N1CCN(c2ccccc2F)CC1	-3.0	-0.6	-37	19	-2.5	1	0	-7	-1.9
Cc1ccc(SCCNS(=O)(=O)c2ccc3c(c2)OCCO3)cc1	-5.7	1.9	-10	-3	-6.3	-7	-6	-3	-0.2
COc1cc2c(cc1NC(=O)COC(=O)/C=C/c1ccc([N+](=O)[O-])cc1)oc1ccccc12	-2.1	0.1	2	30	-3.3	-8	-1	2	0.1
CCOc1cccc(-c2nnc(SCC(=O)NC3CC3)n2C)c1	-0.5	0.2	-10	43	-1.4	-9	4	-2	-0.6
CC(C)Cn1c(N)c(C(=O)COC(=O)c2cc(C3CC3)nc3ccccc23)c(=O)n(C)c1=O	-2.4	2.3	-17	4	5.5	-11	-48	-1	0.3
O=C(CSc1ccc2c(c1)OCCO2)Nc1ccc(Cl)cn1	-6.5	0.0	-4	11	-2.2	-5	-2	-6	0.6
COC(=O)c1ccc2c(c1O)C(=O)c1ccccc1C2=O	-3.3	-0.1	8	38	0.7	-1	3	0	0.2
COc1cc(S(=O)(=O)Nc2ccccc2C)ccc1NC(=O)c1ccncc1	-4.6	0.4	-15	17	2.1	9	4	-7	-1.2
COC(=O)CSc1nc(C)c(Oc2ccccc2)c(=O)[nH]1	-4.9	-0.1	-5	6	-1.3	2	-4	0	0.2
COCCNC(=S)N1CCC(NC(=O)c2ccco2)CC1	-0.8	-0.2	4	41	-0.8	9	-10	-4	0.6
CCN(CC)CCOC(=O)c1ccc2c(c1)OCCO2	0.0	-1.4	0	-3	0.6	6	-3	-2	0.8
Cc1nn(CC(=O)Nc2cccc(S(N)(=O)=O)c2)c(C)c1[N+](=O)[O-]	-1.8	0.3	1	-15	0.3	-1	13	-4	-0.1
CC12CCC(C/C1=N\OC(=O)c1ccc(F)cc1)C2(C)C (stereo unspecified)	0.5	-1.6	-4	-6	-0.5	0	-3	2	-1.9
O=C(NCC1COc2ccccc2O1)c1ccc(NC(=O)C(c2ccccc2)c2ccccc2)cc1 (stereo unspecified)	-1.1	5.0	-6	13	1.8	1	-3	-4	3.8
CCC(=O)c1ccc(OCC(=O)NCCC2=CCCCC2)c(OC)c1	0.5	0.7	-37	24	0.9	24*	-5	-7	-0.2
O=C(O)CC12CC3CC(C1)CC(n1ncc(NCc4ccc(F)cc4Cl)c(Cl)c1=O)(C3)C2	-1.6	0.9	-52	-7	-3.5	-17	13	-10	1.4
CCC(=O)Nc1ccccc1C(=O)N1CCOCC1	-2.9	0.8	-9	-4	-2.0	-8	10	1	1.8
O=C(CS(=O)(=O)c1ccccc1)NC1CCCCC1	-3.0	-0.7	-2	29	-1.8	-9	-10	-3	0.3
COc1cccc2cc(C(=O)C3=C(O)C(=O)N(CCCN4CCOCC4)C3c3ccncc3)oc12 (stereo unspecified)	2.4	/	0	/	-1.6	-4	4	/	/
O=C1[C@@H]2Cc3c([nH]c4ccccc34)C(c3ccccc3)N2C(=O)CN1C1CCN(Cc2ccccc2)CC1 (stereo partly specified)	-0.9	14	16	2	0.6	0	-56	-11	4.0

Part of the list above in order of formula weight, ascending.
Structure	IMP-1 inhibitor	V1R ag counter	FID counter	PHOSPHO1 block	VIM-2 inhibitor	GPR7 antagonist	HCV NS3 hel inh	GalR3 antagonist	OXTR ag
O=C(CSc1ccc2c(c1)OCCO2)Nc1ccc(Cl)cn1	-6.5	0.0	-4	11	-2.2	-5	-2	-6	0.6
CCC(=O)c1ccc(OCC(=O)NCCC2=CCCCC2)c(OC)c1	0.5	0.7	-37	24	0.9	24*	-5	-7	-0.2
COc1cc(S(=O)(=O)Nc2ccccc2)ccc1N=Cc1c(C)[nH]n(-c2ccc(C)cc2)c1=O	-0.3	2.4	-1	-8	0.2	-6	0	/	0.2
COc1cccc2cc(C(=O)C3=C(O)C(=O)N(CCCN4CCOCC4)C3c3ccncc3)oc12 (stereo unspecified)	2.4	/	0	/	-1.6	-4	4	/	/
